RGS4 inh = inhibitors of human regulator of G protein signaling 4; P49798; Transcreener GDP fluorescence polarization, RGS4-accelerated GTP hydrolysis; Potency, µM (highest dose often 114 µM), without a hit: top-dose activity change, negative = inhibition, actives largely listed as inhibitors; 0.039% of 390,000 active; further: potency means the concentration at half of the fitted maximal effect; on the % scale 0 is the no-effect control and ±100 the full control effect; nearly all actives have a fitted effect of over 75% in size; some results filed as inactive show a strong effect at the top dose
Target sequence (P49798 whole entry, looked up): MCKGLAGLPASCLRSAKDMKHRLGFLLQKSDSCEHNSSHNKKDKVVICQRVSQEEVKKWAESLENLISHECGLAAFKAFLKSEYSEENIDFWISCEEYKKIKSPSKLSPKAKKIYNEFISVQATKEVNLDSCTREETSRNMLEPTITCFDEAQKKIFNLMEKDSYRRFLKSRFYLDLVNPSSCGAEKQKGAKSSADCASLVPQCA
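MLSMR compounds (23 nl, pin-transferred) preincubated 10 min at room temperature with a 500nM (2x) first reagent, then RGS4 at 900nM (2x) plus Transcreener GDP mix added; fluorescence polarization (620/688 nm) read before and after 90 min at 30 °C.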
Pol beta inh = inhibitors of human DNA polymerase beta; P06746; Pol beta primer extension/strand displacement, fluorescence kinetic; Potency, µM (highest dose often 114 µM), inactives show top-dose activity change, negative = inhibition, most hits filed as inhibitors; 1.3% of 340,000 active; AID 485314; further: potency means the concentration at half of the fitted maximal effect; on the % scale 0 is the no-effect control and ±100 the full control effect
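Enzyme-only controls used 10 nM Pol beta; buffer lacking enzyme served as negative control. Compound preincubated 15 min, then 50 nM substrate added; 0 and 10 min reads at room temperature.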
Anesthetic bind = binds horse apoferritin like a general anesthetic | apoferritin/1-aminoanthracene competitive binding, fluorescence | 0.074% of 350,000 active | Potency, µM (doses to about 77.5 µM), for inactives: at the top dose activity change, negative = displacement, most hits filed as inhibitors | P02791 | AID 485281; further: potency means the concentration at half of the fitted maximal effect; on the % scale 0 is the no-effect control and ±100 the full control effect; nearly all actives have a fitted effect of over 20% in size
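Probe: 1-aminoanthracene (50% saturated, PBS). Protein: horse-spleen apoferritin, 10 uM. Incubation: 10 min, room temperature. Detection: 380 nm excitation, 535 nm emission. Analysis: normalized response, four-parameter Hill.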
12-LOX inh = inhibitors of human 12S-lipoxygenase ALOX12. purified 12hLO, xylenol orange hydroperoxide absorbance. Potency, µM (highest dose often 108 µM), without a hit: top-dose activity change, negative = inhibition, most hits filed as inhibitors. 1.1% of 580,000 active. AID 1671190; further: potency means the concentration at half of the fitted maximal effect; on the % scale 0 is the no-effect control and ±100 the full control effect
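Purified human 12hLO (150 nM final) in 25 mM Hepes, 0.01% Triton X-100, pH 7.0 was preincubated 15 min at room temperature with compound. Then 40 uM arachidonic acid was added, 30 min. Hydroperoxide was read by Fe-XO absorbance ratio 573/405 nm.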
POLH inh = DNA polymerase eta (human) inhibition. 1.2% of 390,000 active. recombinant Pol eta, fluorescent DNA replication assay. Potency, µM (titrated, usually from 114 µM), without a hit: top-dose activity change, negative = inhibition, hits mostly inhibitors; further: potency means the concentration at half of the fitted maximal effect; on the % scale 0 is the no-effect control and ±100 the full control effect
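Pol eta (10 nM) was preincubated with compounds for 15 min at room temperature, after which fluorescent replication substrate (50 nM final) was added to start the reaction. Fluorescence was read kinetically at 0 and 10 min.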
POLK inh = blocks human DNA polymerase kappa activity. purified Pol kappa, fluorescent DNA synthesis assay, 10 min. Q9UBT6. Potency, µM (highest dose often 107 µM), inactives show top-dose activity, negative = inhibition, usual class: inhibitors. 0.53% of 400,000 active; further: potency means the concentration at half of the fitted maximal effect; on the % scale 0 is the no-effect control and ±100 the full control effect
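Readout: fluorescence, taken kinetically at 0 and 10 min. Conditions: 10 nM Pol kappa, 15 min RT compound preincubation, 50 nM substrate final. Controls: enzyme-free buffer wells.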
APEX1 inh = blocks human APE1 abasic DNA cleavage; P27695; recombinant APE1, TAMRA/BHQ-2 abasic DNA cleavage fluorescence; Potency, µM (series often up to 65.8 µM), inactives show at the top dose activity change, negative = inhibition, usual class: inhibitors; 0.35% of 350,000 active;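 further: potency means the concentration at half of the fitted maximal effect; plate controls were vehicle for no effect and reference inhibitor for full effect; nearly all actives have a fitted effect of over 55% in size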
Target sequence (P27695 whole entry, looked up): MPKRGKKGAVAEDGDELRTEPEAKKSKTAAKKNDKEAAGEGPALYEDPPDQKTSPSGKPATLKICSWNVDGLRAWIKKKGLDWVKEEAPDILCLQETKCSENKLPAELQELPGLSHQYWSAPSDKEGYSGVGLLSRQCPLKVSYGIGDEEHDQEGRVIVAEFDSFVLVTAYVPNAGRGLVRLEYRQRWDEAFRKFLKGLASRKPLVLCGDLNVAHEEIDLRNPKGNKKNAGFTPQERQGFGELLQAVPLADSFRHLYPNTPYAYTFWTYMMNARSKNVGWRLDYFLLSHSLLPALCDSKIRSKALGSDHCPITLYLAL
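Endonuclease cleavage of a quenched abasic-site DNA duplex (50 nM) by APE1 (0.75 nM) was tracked by TAMRA dequenching. Compounds were preincubated with enzyme 15 min at room temperature; data normalized to buffer-only and DMSO wells plus NSC13755 control.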
ERG Ets-DNA blk = blocks human ERG Ets domain binding to DNA | Potency, µM (highest dose often 76.9 µM), for inactives: top-dose FP activity, negative = inhibition, most hits filed as inhibitors | fluorescence polarization, His-ERG Ets domain / labelled DNA | P11308 | AID 624246 | 0.028% of 370,000 active; active means well fitted inhibition curve with a large enough effect in the polarisation, with a control signal flat; inconclusive means small, poorly fitted or top-dose-only effect, or effect the other way, or a change in a side signal; inactive means no such curve, though single readings can be large or run the other way; the % refers to the polarisation;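 further: polarization taken with two DNA probes labelled with fluorescein and Texas red; potency means the concentration at half of the fitted maximal effect; % of control where 0% means no effect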
Target sequence (P11308 whole entry, looked up, the tested form may be a part): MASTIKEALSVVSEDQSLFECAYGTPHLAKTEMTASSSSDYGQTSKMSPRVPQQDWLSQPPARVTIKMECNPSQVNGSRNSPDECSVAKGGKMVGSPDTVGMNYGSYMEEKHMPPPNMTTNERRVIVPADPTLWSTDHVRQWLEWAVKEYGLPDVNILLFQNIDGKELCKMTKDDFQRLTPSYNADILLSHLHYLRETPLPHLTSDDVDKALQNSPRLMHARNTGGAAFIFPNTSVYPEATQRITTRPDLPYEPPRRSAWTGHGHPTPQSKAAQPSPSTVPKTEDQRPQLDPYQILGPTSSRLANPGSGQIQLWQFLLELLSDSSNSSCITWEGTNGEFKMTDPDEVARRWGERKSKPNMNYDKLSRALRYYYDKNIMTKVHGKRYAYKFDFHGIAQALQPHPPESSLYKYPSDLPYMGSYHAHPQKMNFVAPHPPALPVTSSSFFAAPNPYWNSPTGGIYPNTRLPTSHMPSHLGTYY
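His-tagged ERG Ets domain (1 uM in the protein solution; 300mM KCl, 50mM Tris-HCl, 1mM EDTA, 1mM DTT, pH 7.5) received compound, then a probe mix of 5 nM fluorescein-DNA and 100nM Texas-615-DNA. Fluorescence polarization was read for both dyes.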
LDHA block = LDHA (human) enzyme inhibition; P00338; purified LDHA, NADH/diaphorase-resazurin fluorescence; hits give low values; activity change, % (values are at about 110 or 230 µM); 0.15% of 480,000 active; AID 1347041; in the data active means activity change below about -30%; inconclusive means mostly about -25% to -30%;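 further: plate controls were DMSO wells for no effect and wells without enzyme for full effect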
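Remaining NADH was detected by diaphorase (0.133 mg/mL) converting 37 µM resazurin to fluorescent resorufin, read at 0 and 20 minutes. The preceding 5-minute room-temperature reaction used 2 nM LDHA, 0.2 mM sodium pyruvate and 0.06 mM NADH at pH 7.4.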
Numbers without * were called inactive; & = joins results of further samples; [ ] = another dose, or the depositor's remark. Unless noted, the call rests on the fitted dose curve; in most records, active means well fitted curve in the direction sought with a large enough effect; inconclusive means small, poorly fitted or top-dose-only effect, or another doubt; inactive means no such curve, though single readings can be large; an effect the other way counts as inactive or inconclusive. A portion of the library (hit frequency here may not be typical).

Results for O=S(=O)(c1ccc(F)cc1)N1CCN(Cc2ccccn2)CC1 ?
RGS4 inh: 17%; Pol beta inh: -37%; Anesthetic bind: -4%; 12-LOX inh: 0%; POLH inh: -3%; POLK inh: -9%; APEX1 inh: 1%; ERG Ets-DNA blk: -5%; LDHA block: -7

How did Cn1c(NC(=O)c2cccs2)c(-c2cccs2)c(=O)c2ccccc21 do in these assays?
RGS4 inh: -16%; Pol beta inh: inconclusive; Anesthetic bind: -15%; 12-LOX inh: inconclusive; POLH inh: -11%; POLK inh: -2%; APEX1 inh: -1%; ERG Ets-DNA blk: 5%; LDHA block: -3&-3

Results for COc1cccc(NS(=O)(=O)c2cn(C)c(=O)n(C)c2=O)c1 ?
RGS4 inh: -11%; Pol beta inh: 2%; Anesthetic bind: 9%; 12-LOX inh: 21%; POLH inh: -3%; POLK inh: -12%; APEX1 inh: 5%; ERG Ets-DNA blk: 9%; LDHA block: -11

How did CCN1C(=O)c2ccccc2Sc2ccc(C(=O)NCCCN3CCCCC3)cc21 do in these assays?
RGS4 inh: -15%[56.9 µM]; Pol beta inh: 2%; Anesthetic bind: -8%; 12-LOX inh: inconclusive; POLH inh: -19%; POLK inh: 3%; APEX1 inh: 9%; ERG Ets-DNA blk: -1%; LDHA block: -2

Results for CCOC(=O)c1sc(C)c(C(=O)NCC(C)(C)CN(C)C)c1N ?
RGS4 inh: inconclusive; Pol beta inh: 32%; Anesthetic bind: -9%; 12-LOX inh: 0%; POLH inh: -12%; POLK inh: 0%; APEX1 inh: 10%; ERG Ets-DNA blk: -12%; LDHA block: 5

Results for N#CCCCCN1CCCC1 ?
RGS4 inh: 6%; Pol beta inh: 5%; Anesthetic bind: -4%; 12-LOX inh: 8%; POLH inh: -14%; POLK inh: 0%; APEX1 inh: 10%; ERG Ets-DNA blk: 1%; LDHA block: -1

Results for CCOC(=O)CP(=O)(c1ccccc1)c1ccccc1 ?
RGS4 inh: 22%; Pol beta inh: 2%; Anesthetic bind: -4%; 12-LOX inh: 423%[activator]; POLH inh: -2%; POLK inh: -9%; APEX1 inh: -1%; ERG Ets-DNA blk: 0%; LDHA block: -5

What do the screens show for `C/C(=N/NC(=O)CNC(=O)CCc1ccccc1)c1ccc(Cl)cc1`?
RGS4 inh: 10%; Pol beta inh: -1%; Anesthetic bind: -12%; 12-LOX inh: 196%[activator]; POLH inh: 7%; POLK inh: -13%; APEX1 inh: -2%; ERG Ets-DNA blk: 5%; LDHA block: -5

How did CCOc1ccc(N2CC(c3nc4ccccc4n3CCOc3ccccc3OC)CC2=O)cc1 (centres undefined) do in these assays?
RGS4 inh: 0%; Pol beta inh: 18%; Anesthetic bind: 50%[activator]; 12-LOX inh: -14%; POLH inh: -27%; POLK inh: -38%; ERG Ets-DNA blk: 1%; LDHA block: 0

Results for Cc1ccc(S(=O)(=O)N2CCN(Cc3cc(C(C)(C)C)ccc3O)CC2)cc1 ?
RGS4 inh: 7%; Pol beta inh: 21%; Anesthetic bind: -5%; 12-LOX inh: inconclusive; POLH inh: -18%; POLK inh: -5%; APEX1 inh: 6%; ERG Ets-DNA blk: 49%[activator]; LDHA block: -2

Results for O=C(COc1ccccc1Cl)Nc1nnc(S(=O)(=O)N2CCCC2)s1 ?
RGS4 inh: 0%&14%; Pol beta inh: inconclusive; Anesthetic bind: -22%&-22%; 12-LOX inh: 5%&-3%; POLH inh: -17%&-2%; POLK inh: -30%&-6%; APEX1 inh: 20%; ERG Ets-DNA blk: -1%&-4%; LDHA block: -6&-2

Results for COc1ccc(C(=O)Nc2nc(CC(=O)NCCc3cccc(OC)c3)cs2)cc1 ?
RGS4 inh: -20%; 12-LOX inh: -26%; POLH inh: -7%; POLK inh: -1%; APEX1 inh: -21%; ERG Ets-DNA blk: 15%; LDHA block: -2

Results for O=C(Nc1ccc(N2CCCC2)cc1)c1ccccc1[N+](=O)[O-] ?
RGS4 inh: -18%; Pol beta inh: 36%; Anesthetic bind: -11%; 12-LOX inh: 3%; POLH inh: -22%; POLK inh: -6%; APEX1 inh: 51%[activator]; ERG Ets-DNA blk: -7%; LDHA block: -1

Results for O=C(O)CC(C(=O)OCC1CCCO1)N1CCOCC1 (centres undefined) ?
RGS4 inh: 40%; Pol beta inh: 4%; Anesthetic bind: -5%; 12-LOX inh: inconclusive; POLH inh: -2%; POLK inh: -3%; APEX1 inh: -1%; ERG Ets-DNA blk: -2%; LDHA block: -6

How did Fc1ccc(NC(=S)N2CCc3ccccc32)cc1 do in these assays?
RGS4 inh: -16%; Pol beta inh: 19%; Anesthetic bind: -15%; 12-LOX inh: 15%; POLH inh: -23%; POLK inh: -9%; APEX1 inh: -12%; ERG Ets-DNA blk: -3%; LDHA block: -1

Results for CCCCCCn1ccc(=N)cc1 ?
RGS4 inh: 10%; Pol beta inh: inconclusive; Anesthetic bind: -17%; 12-LOX inh: 22%; POLH inh: -5%; POLK inh: 0%; APEX1 inh: 0%; ERG Ets-DNA blk: -7%; LDHA block: -6

How did CCCNC(=O)c1ccc2c(=O)c(O)c(-c3ccc(F)cc3)[nH]c2c1 do in these assays?
RGS4 inh: -9%; Pol beta inh: 19%; Anesthetic bind: 218%[activator]; POLH inh: -17%; POLK inh: 2%; APEX1 inh: -5%; ERG Ets-DNA blk: 2%; LDHA block: 10

Results for Cc1nc(NC(C)c2ccccc2)c2c3c(sc2n1)CCC3 (centres undefined) ?
RGS4 inh: -11%; Pol beta inh: 8%; Anesthetic bind: -7%; POLH inh: -11%; POLK inh: -13%; APEX1 inh: -1%; ERG Ets-DNA blk: -2%; LDHA block: 1

Results for Cc1ccc(OCCCn2c(CO)nc3ccccc32)cc1 ?
RGS4 inh: 30%; Pol beta inh: 29%; Anesthetic bind: -3%; 12-LOX inh: 3%; POLH inh: -13%; POLK inh: -14%; APEX1 inh: -4%; ERG Ets-DNA blk: 3%; LDHA block: -3

Results for COc1cc(C(CCN2CCN(c3ccccc3)CC2)c2c(OC)cc(OC)c3c(C)cc(=O)oc23)cc(OC)c1OC (centres undefined) ?
RGS4 inh: 15%&-17%; Pol beta inh: 8%; Anesthetic bind: 1%&-13%; 12-LOX inh: -2%; POLH inh: -18%; POLK inh: 4%&-7%; APEX1 inh: inconclusive; ERG Ets-DNA blk: 3%; LDHA block: -6

Results for CCOc1ccc(S(=O)(=O)N2CCN(C(=O)c3ccco3)CC2)cc1 ?
RGS4 inh: 6%; Pol beta inh: -1%; Anesthetic bind: -4%; 12-LOX inh: 14%; POLH inh: -12%; POLK inh: -3%; APEX1 inh: 25%; ERG Ets-DNA blk: -2%; LDHA block: -8

By substructure: the compounds so far with a halogen.
Results for O=S(=O)(c1ccc(F)cc1)N1CCN(Cc2ccccn2)CC1 ?
RGS4 inh: 17%; Pol beta inh: -37%; Anesthetic bind: -4%; 12-LOX inh: 0%; POLH inh: -3%; POLK inh: -9%; APEX1 inh: 1%; ERG Ets-DNA blk: -5%; LDHA block: -7

What do the screens show for `C/C(=N/NC(=O)CNC(=O)CCc1ccccc1)c1ccc(Cl)cc1`?
RGS4 inh: 10%; Pol beta inh: -1%; Anesthetic bind: -12%; 12-LOX inh: 196%[activator]; POLH inh: 7%; POLK inh: -13%; APEX1 inh: -2%; ERG Ets-DNA blk: 5%; LDHA block: -5

Results for O=C(COc1ccccc1Cl)Nc1nnc(S(=O)(=O)N2CCCC2)s1 ?
RGS4 inh: 0%&14%; Pol beta inh: inconclusive; Anesthetic bind: -22%&-22%; 12-LOX inh: 5%&-3%; POLH inh: -17%&-2%; POLK inh: -30%&-6%; APEX1 inh: 20%; ERG Ets-DNA blk: -1%&-4%; LDHA block: -6&-2

How did Fc1ccc(NC(=S)N2CCc3ccccc32)cc1 do in these assays?
RGS4 inh: -16%; Pol beta inh: 19%; Anesthetic bind: -15%; 12-LOX inh: 15%; POLH inh: -23%; POLK inh: -9%; APEX1 inh: -12%; ERG Ets-DNA blk: -3%; LDHA block: -1

How did CCCNC(=O)c1ccc2c(=O)c(O)c(-c3ccc(F)cc3)[nH]c2c1 do in these assays?
RGS4 inh: -9%; Pol beta inh: 19%; Anesthetic bind: 218%[activator]; POLH inh: -17%; POLK inh: 2%; APEX1 inh: -5%; ERG Ets-DNA blk: 2%; LDHA block: 10

Screening results: PubChem BioAssay, National Center for Advancing Translational Sciences (NCATS)
